# Bioassay records from PubChem.
# CAL PDZ FP-1 – CAL PDZ peptide-binding inhibitors, primary screen, biochemical, fluorescence polarization, Cer-tagged CAL PDZ, HTS; Golgi-associated PDZ and coiled-coil motif-containing protein (Homo sapiens), Q9HD26; purified CAL PDZ, TMR-peptide fluorescence polarization, 1 h; inhibition, % at 20 µM; actives 0.02% (n = 330,000); AID 504414, 2011;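 active = highest replicate inhibition of at least 40%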;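 note: plate controls were DMSO neutral control wells for no effect and unlabeled competitor peptide control wells for full effect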
#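 Control set: unlabelled peptide and DMSO controls / Material: purified CerCALP PDZ construct / Timing: 1 h incubation at room temperature before polarization reading / Doses: 20 µM, one dose / Detection: fluorescence polarization (mP)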
# Rtt109 HAT inh – inhibitors of C. albicans Rtt109/Vps75 HAT, primary screen, biochemical, ThioGlo CoA-SH fluorescence, plate reader | Histone acetyltransferase RTT109 (Candida albicans (strain SC5314 / ATCC MYA-2876)), … | purified Rtt109/Vps75, 4 h | inhibition, % at 34.9 µM | actives 0.16% (n = 330,000);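 active = inhibition of at least 50% in every replicate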
# Target sequence (Q5AAJ8 whole entry, looked up): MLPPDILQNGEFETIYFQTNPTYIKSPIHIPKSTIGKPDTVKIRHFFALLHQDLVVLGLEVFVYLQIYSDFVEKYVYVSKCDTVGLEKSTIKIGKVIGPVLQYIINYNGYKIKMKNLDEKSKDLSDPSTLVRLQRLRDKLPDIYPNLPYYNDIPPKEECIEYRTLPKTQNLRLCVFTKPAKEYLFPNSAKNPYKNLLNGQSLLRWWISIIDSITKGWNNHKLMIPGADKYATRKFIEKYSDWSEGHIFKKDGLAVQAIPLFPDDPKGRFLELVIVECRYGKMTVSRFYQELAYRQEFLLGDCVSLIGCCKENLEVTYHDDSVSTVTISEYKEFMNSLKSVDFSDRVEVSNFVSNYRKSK
# MITF act – activators of MITF-driven TRPM1 promoter reporter, primary screen, cell-based, SK-MEL-5, luciferase, single point; SK-MEL-5 TRPM1-promoter luciferase, 24 h; % of positive control, neutral wells = 0; activation, % at 12.5 µM; AID 588334, 2011; actives 0.75% (n = 300,000);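 active = mean activation of at least 80% with every replicate also reaching 80%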;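 note: 0% = neutral control wells and 100% = parthenolide positive control wells; values of inactives mirror those of a sister screen read the other way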
# V-ATPase pH – regulators of yeast V-ATPase proton pumping, primary screen, pHLuorin cytosolic pH fluorescence. S. cerevisiae. response, % at 10 µM. actives 0.37% (n = 350,000). AID 504577, 2011; in the data active = response mostly above about 7.3%, no sharp cut-off; inactive = mostly below about 5.4%; note: actives read high; inactives centre near 0; some compounds called inactive have numbers as strong as hits
# Wnt act – Wnt/beta-catenin pathway activators, primary screen, cell-based, plate reader, single point | Wnt/beta-catenin reporter cell assay, activator | activation, % at 9.35 µM | actives 1.2% (n = 300,000); in the data active = activation above about 30%, passing the limit was not always enough;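 note: 0% = neutral control wells and 100% = positive control wells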
# CAL PDZ FP-2 – untagged CAL PDZ binding inhibitors, primary screen, biochemical, fluorescence polarization, HTS; Golgi-associated PDZ and coiled-coil motif-containing protein (Homo sapiens), Q9HD26; purified CAL PDZ, TMR-peptide fluorescence polarization, 1 h; inhibition, % at 24.9 µM; actives 0.92% (n = 300,000); AID 602252, 2012;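 active = mean inhibition of at least 30% with at least half of replicates also reaching 30%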;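 note: 0% = DMSO neutral control and 100% = excess unlabeled competitor peptide PRC23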
# dFosB activator – activators of delta FosB homodimer, primary screen, biochemical, fluorescence polarization, TAMRA-CDK5 oligo, single point. purified delta FosB; percent of positive-control signal above neutral wells. activation, % at 25 µM. actives 0.99% (n = 340,000). AID 493131, 2011;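 active = mean activation above about 17%, with every replicate also reaching it, limit read from the data, passing the limit was not always enough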;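 note: fluorescence polarization rise as delta FosB binds a TAMRA Cdk5 AP-1 oligo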
# Tat export inh – E. coli Tat export inhibitors, primary screen, MC4100, TorA-mCherry reporter, fluorescence, single point. inhibition, % at 10 µM. actives 0.036% (n = 340,000). AID 488895, 2010;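 active = mean replicate inhibition at least 50% and at least half of replicates individually reaching 50%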;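 note: exported cargo escapes ClpAP degradation while cytoplasmic cargo is degraded and loses fluorescence; 0% = median of neutral control wells and 100% = median of NaSCN control wells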
# CDK5 inh – inhibitors of human CDK5/p35 kinase, primary screen, biochemical, single concentration | AID 488839, 2010 | Recombinant CDK5/p35, ADP-Glo luminescence, 60 min | actives 0.01% (n = 330,000) | inhibition, % at 10 µM;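 active = highest replicate inhibition of at least 50% and at least 75% of replicates reaching 50%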;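 note: plate controls were DMSO neutral control for no effect and GW8510 at 10 µM for full effect; many of its hits are not listed in these tables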
# Target sequence (Q00535 whole entry, looked up): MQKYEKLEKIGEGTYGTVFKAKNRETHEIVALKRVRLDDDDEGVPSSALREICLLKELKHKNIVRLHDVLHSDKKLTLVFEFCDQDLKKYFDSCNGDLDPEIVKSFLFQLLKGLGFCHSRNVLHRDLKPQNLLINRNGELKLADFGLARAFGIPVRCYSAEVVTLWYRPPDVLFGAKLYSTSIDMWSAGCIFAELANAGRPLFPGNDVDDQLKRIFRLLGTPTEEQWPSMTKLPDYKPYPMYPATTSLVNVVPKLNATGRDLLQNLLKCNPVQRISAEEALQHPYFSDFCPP
# Target sequence (Q15078 whole entry, looked up): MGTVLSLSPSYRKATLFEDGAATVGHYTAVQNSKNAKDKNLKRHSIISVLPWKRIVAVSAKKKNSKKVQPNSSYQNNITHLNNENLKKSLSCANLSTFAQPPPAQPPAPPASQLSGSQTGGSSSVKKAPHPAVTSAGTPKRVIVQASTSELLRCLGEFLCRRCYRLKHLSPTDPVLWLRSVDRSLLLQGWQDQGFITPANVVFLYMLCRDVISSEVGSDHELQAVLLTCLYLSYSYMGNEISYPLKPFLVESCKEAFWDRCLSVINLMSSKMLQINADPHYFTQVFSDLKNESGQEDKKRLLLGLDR
# RTF Ca sens act – cardiac RTF calcium sensitivity activators, primary screen, biochemical, IANBD-TnC fluorescence, EC20 calcium; AID 493008, 2010; actives 0.24% (n = 340,000); Troponin I, cardiac muscle (Homo sapiens) + Troponin T, cardiac muscle (Homo sapiens) + …; activation, % at 7.2 µM; IANBD-labeled TnC RTF fluorescence at EC20 calcium; 0% EC20 calcium, 100% full calcium;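 active = activation above the mean over all tested compounds plus 3 SD, cut at about 30% in these data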;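 note: rise in fluorescence read as greater calcium sensitivity of cardiac thin filaments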
# * = called active by the depositor; nt = not tested or not shown.
SMILES,CAL PDZ FP-1,Rtt109 HAT inh,MITF act,V-ATPase pH,Wnt act,CAL PDZ FP-2,dFosB activator,Tat export inh,CDK5 inh,RTF Ca sens act
CCC(C)(C)NC(=O)C(c1ccc(OC)cc1)N(C(=O)CCC(=O)Nc1cc(C)on1)c1ccccc1OC (configuration not stated),-0.8,7,7,0,-3,nt,-9,-11,0.0,-2
Cc1oc(-c2ccccc2)cc1C(=O)NC(Cc1c[nH]c2ccccc12)C(=O)O (configuration not stated),-1.4,14,-13,11,nt,-18,-8,-10,-1.6,7
N#CC1=C(SCc2ccccc2)NC(=O)CC1c1ccco1 (configuration not stated),-3.9,9,13,2,nt,1,8,3,-0.3,2
O=C(CCc1ccc(S(=O)(=O)N2CCOCC2)cc1)Nc1ccc(F)cc1[N+](=O)[O-],0.1,-3,-14,3,-3,nt,0,4,-0.7,-3
O=C(/C=C/c1ccc2c(c1)OCO2)Nc1cc(S(=O)(=O)N2CCOCC2)ccc1N1CCOCC1,-2.3,7,3,-3,-1,-3,6,2,-0.3,-2
CC(NC(=O)c1ccc(S(=O)(=O)N(C)C)cc1)c1ccc(-n2ccnc2)cc1 (configuration not stated),-1.1,3,-5,-4,-3,nt,-6,-1,0.0,-5
CCOC(=O)c1ccc([N+](=O)[O-])cc1NC(C)=O,-0.5,-12,-3,3,-1,nt,-2,-5,-1.5,1
CCC(NC(=O)C(C)NC)C(=O)N1CCCC1C(=O)NC1CCCc2ccccc21 (configuration not stated),-0.2,1,-31,4,0,-1,-3,5,-0.5,8
C#CCOCCOCCOCCNc1nc(N2CCN(C(=O)Cn3cc(CCO)nn3)CC2)nc(N2CCN(C(=O)[C@H]([C@@H](C)CC)n3cc(CCCN=C(N)N)nn3)CC2)n1,-0.8,12,-5,2,-2,12,-6,-1,1.6,-1
COc1ccc(-c2ccc(CCC(=O)O)n2CC(=O)Nc2ccccc2C)cc1,-1.2,6,-7,1,-2,-8,-13,2,-0.5,2
O=C(NCCO)c1nc2ccccc2s1,-0.6,-12,7,0,nt,0,-12,-1,1.6,-2
COc1ccc(-c2nc3ccccc3n2Cc2ccc(C)cc2)cc1,-0.8,-5,16,-1,nt,-1,-4,15,1.4,-1
CCOC(=O)c1ccc(N2CCN(c3ccc(F)cc3)CC2)c(NC(=O)Nc2cccc(OC)c2)c1,-1.3,9,-7,-14,-3,2,-11,-6,1.1,-7
O=C(N=Nc1c(O)[nH]c2ccc([N+](=O)[O-])cc12)c1ccccc1[N+](=O)[O-],0.3,9,-10,-3,2,3,3,2,-0.5,0
CC1N/C(=C\C(=O)c2ccccc2)N(O)C1(C)C (configuration not stated),-0.9,-2,42,2,nt,-3,7,-6,1.3,0
Cc1cccc(NC(=O)c2cc([N+](=O)[O-])ccc2Cl)c1O,-1.9,1,-26,-1,0,-4,-1,-1,-0.7,-2
Cc1ccc2sc(N(CCCN(C)C)C(=O)c3ccc(S(=O)(=O)N(C)C)cc3)nc2c1C,-2.1,0,14,0,0,5,-9,5,0.3,-4
CCOc1ccc(N(C)C(=O)CCc2nnc3ccc(N4CCCCC4)nn23)cc1,-2.5,0,-3,1,-1,-1,-11,-2,nt,-2
CC(=O)Nc1ccc(NC(=O)c2ccc(Cl)c(S(=O)(=O)N3CCc4ccccc43)c2)cc1,-2.1,11,-6,1,-1,-1,-2,-11,0.5,0
COc1ccc([C@H]2C(C(=O)O)=C[C@@H](CC3CCCC3)N2S(=O)(=O)c2ccc(C)cc2)cc1OC,0.2,-2,0,1,-1,-17,-3,2,-0.4,-2
CCN1CCc2c(C#N)c(N3CCOCC3)nc(N3CCOCC3)c2C1,nt,-8,4,-1,0,5,7,-9,0.3,-1
CCC(C(=O)NC1CC1)n1nc(C)c2c(C)n(-c3ccc(C)cc3)nc2c1=O (configuration not stated),-2.4,12,0,1,0,-1,-8,-1,0.4,-2
COc1ccc(N(CC(=O)NC2CC3CCC2C3)S(=O)(=O)c2ccc(C)c([N+](=O)[O-])c2)cc1 (configuration not stated),0.3,2,-8,2,-4,-8,-6,4,0.3,-9
CCc1c(C)sc(NC(=O)c2cc(-c3ccc(OC)c(OC)c3)on2)c1C#N,-1.3,-10,nt,-5,nt,1,5,3,-1.6,11
Cn1c(=O)c2c(ncn2CC(=O)Nc2ccc(Cl)cc2Cl)n(C)c1=O,-4.2,-3,0,1,-2,0,1,-1,-1.8,4

# Limited to Tat export inh (2 entries from above):
molecule	Tat export inh
C#CCOCCOCCOCCNc1nc(N2CCN(C(=O)Cn3cc(CCO)nn3)CC2)nc(N2CCN(C(=O)[C@H]([C@@H](C)CC)n3cc(CCCN=C(N)N)nn3)CC2)n1	-1
CCOC(=O)c1ccc([N+](=O)[O-])cc1NC(C)=O	-5

# The listing continues:
SMILES,CAL PDZ FP-1,Rtt109 HAT inh,MITF act,V-ATPase pH,Wnt act,CAL PDZ FP-2,dFosB activator,Tat export inh,CDK5 inh,RTF Ca sens act
CCSc1nnc(-c2cccnc2)n1-c1ccc(C)c(Cl)c1,0.3,2,7,-1,-1,-7,1,-5,-1.3,-2
CCN(CC)CCn1c(OC)cc(=O)[nH]c1=O,-1.6,3,0,3,4,0,-6,-1,-2.1,-3
CCOC(=O)c1ccccc1NC(=O)CSc1nnc(Cc2cccn2C)n1-c1ccc(C)cc1,-1.0,10,-22,-3,nt,-2,5,3,0.2,1
O=C(Nc1nnc(C2CCCCC2)s1)c1ccc(Br)s1,-0.6,-5,31,-11,nt,nt,-1,-8,-3.1,0
COc1ccccc1/C=C/c1onc(C)c1S(=O)(=O)N1CCC(C(=O)NC2CCCCCC2)CC1,-1.4,2,-1,-2,-2,-3,-7,-7,-0.5,-8
CCN(CC)CCN1c2ccccc2Sc2ccc3ccccc3c21,1.3,0,-4,1,0,4,6,12,0.2,-5
COc1ccc(C=NC(CO)C(O)c2ccc([N+](=O)[O-])cc2)cc1 (configuration not stated),nt,5,-7,4,0,-4,4,-7,1.3,-3
CC1(C)CC(=O)c2sc(NS(=O)(=O)c3ccc(Cl)cc3)nc2C1,-0.1,5,10,-2,-2,nt,3,2,-0.1,0
O=C(CCN1C(=O)C2CC=CCC2C1=O)NC1CCCCC1 (configuration not stated),-0.8,0,-4,9,-2,2,-3,4,1.0,-4
CCN(C(=O)COC(=O)c1ccccc1NC(=O)c1ccco1)C1CCS(=O)(=O)C1 (configuration not stated),-1.5,-3,-1,3,1,nt,-5,8,-1.5,12
CCN(CC)CCNC(=S)Nc1ccc(Cl)cc1,-2.6,23,-8,2,-1,-4,0,-3,0.8,-4
NC1=NC(c2cn[nH]c2-c2cccc(F)c2)n2c(nc3ccccc32)N1 (configuration not stated),-0.6,12,4,0,-1,-1,1,-6,-0.9,5
Cc1[nH]c2ccccc2c1C(=O)COC(=O)c1ccc([N+](=O)[O-])s1,-5.0,8,-51,3,1,nt,-9,-11,0.3,5
Cc1ccc(N2CC(C(=O)NCc3n[nH]c(=O)c4ccccc34)CC2=O)cc1C (configuration not stated),-3.2,1,-3,0,-2,0,-10,5,-2.6,-4
CCS(=O)(=O)N1N=C(c2cccc(NS(C)(=O)=O)c2)CC1c1cccs1 (configuration not stated),-2.6,-1,-1,-1,1,0,0,-6,nt,-10
C#CCOc1c(Cl)cc(/C=C2/C(=O)ON=C2C)cc1OC,-0.3,-5,-5,-2,-2,-9,-3,-5,-1.5,-5
NC(=O)c1ccc(CN2CCC(Cc3ccccc3)CC2)cc1,0.0,-13,-1,3,-2,-3,-2,5,0.2,2
Cc1ccccc1NC(=O)CN(c1ccc(F)cc1)S(C)(=O)=O,-1.6,13,-1,-2,nt,1,1,-5,1.4,-1
Cc1ccc(N=C2NC(=O)CC(C(=O)Nc3ccc4c(c3)OCO4)S2)cc1 (configuration not stated),0.1,-2,-3,8,1,1,0,12,1.8,-5
Cc1cc(NC(=O)CSc2nnc(-c3c[nH]c4ccccc34)n2C)no1,-1.5,-1,-9,2,-3,nt,2,-5,0.3,4
CC12CC(NC(=O)N1c1cccc(C(=O)N3CCCCC3)c1)c1ccccc1O2 (configuration not stated),-1.0,7,-8,-5,-2,-10,-3,-3,-2.8,6
O=C(c1cnn2c(C(F)(F)F)cc(-c3ccccc3)nc12)N1CCOCC1,-0.5,-5,0,-2,-5,-3,-4,4,0.4,2
CSCCC(NC(=O)COc1ccccc1)C(=O)N(C)Cc1ccc(Cl)cc1Cl (configuration not stated),0.7,0,-4,1,14,25,-4,3,-1.8,-1
c1ccc(C2CC(c3ccccc3)C(c3ccccc3)N2)cc1 (configuration not stated),nt,1,2,-4,-2,-3,-10,-3,-0.4,-6
Cc1ccc(-n2c(O)c(C=NC3CCS(=O)(=O)C3)c3ccccc3c2=O)cc1 (configuration not stated),nt,1,-3,-3,nt,-5,-1,2,-0.8,-4

# New compounds follow:
SMILES,CAL PDZ FP-1,Rtt109 HAT inh,MITF act,V-ATPase pH,Wnt act,CAL PDZ FP-2,dFosB activator,Tat export inh,CDK5 inh,RTF Ca sens act
CN1CCc2c(sc3nc(NCCO)n(-c4cccc(Cl)c4)c(=O)c23)C1,0.5,9,-1,-1,0,8,-8,-4,1.0,4
Cc1ccc2c(c1)c1ccc3c(c1n2C)C(=O)C=CC3=O,0.6,0,-92,-2,6,-1,-15,-4,2.1,-3
CC1=CC=CN2C1=NC(=O)CC2(C)C(=O)N(CC(=O)NC1CCCC1)c1cc(C)cc(C)c1 (configuration not stated),-1.2,-8,1,-3,-3,0,4,7,-0.2,1
CCCC(=O)Nc1ccccc1Sc1ncnc2scc(-c3ccccc3)c12,-0.3,7,-12,2,nt,-8,-5,3,nt,-4
Cc1cc(NC(=O)CSc2nnc(Cc3ccccc3)n2C)no1,1.3,1,-13,2,nt,-1,3,2,0.0,4
COc1ccccc1NCc1cc(=O)oc2c(C)c(O)ccc12,-1.8,-5,-1,-10,-5,-7,2,5,-0.2,-2
O=C(Nc1ccon1)c1ccc(Cl)s1,0.8,8,0,-1,nt,-4,-7,-3,0.4,-2
COc1ccccc1NS(=O)(=O)c1ccc(NN=C2CCCCC2)c([N+](=O)[O-])c1,-0.3,-7,5,-2,-3,0,-2,1,1.5,0
Cc1ccc(S(=O)(=O)Cn2nnnc2C(C(C)C)N2CCN(c3nc4ccccc4s3)CC2)cc1 (configuration not stated),0.3,7,-9,1,nt,1,-8,10,0.6,7
COc1cc2c(cc1OC)C1(CCCC1)CNC2c1ccc([N+](=O)[O-])cc1 (configuration not stated),-4.9,-2,-12,6,0,nt,-8,2,0.3,11

# An unsorted share of the library; overall some 4.1% were active at least once.
